# Source: PubChem BioAssay
# FEN1 inh – qHTS Assay for the Inhibitors of Human Flap endonuclease 1 (FEN1). Potency, µM (doses to about 114 µM), without a hit: at the highest dose activity change, negative = inhibition, hits mostly inhibitors. Recombinant FEN1 flap cleavage, fluorescence, 15 min. 390,000 compounds, 0.35% hits. P39748; further: nearly all actives have a fitted effect of over 65% in size
# Target sequence (P39748 whole entry, looked up): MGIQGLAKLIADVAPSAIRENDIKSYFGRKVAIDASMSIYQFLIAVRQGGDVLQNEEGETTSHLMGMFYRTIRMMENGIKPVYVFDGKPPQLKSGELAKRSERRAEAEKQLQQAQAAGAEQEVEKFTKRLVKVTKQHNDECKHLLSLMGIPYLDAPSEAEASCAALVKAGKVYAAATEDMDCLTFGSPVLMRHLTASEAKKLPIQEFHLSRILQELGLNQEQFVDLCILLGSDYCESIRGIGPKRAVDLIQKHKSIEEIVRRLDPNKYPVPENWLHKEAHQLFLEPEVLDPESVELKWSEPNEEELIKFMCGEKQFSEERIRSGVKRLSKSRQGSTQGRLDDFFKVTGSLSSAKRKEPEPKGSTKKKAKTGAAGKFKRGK
#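 Quantitative HTS format: each compound was titrated, incubated with 10 nM nuclease for 15 min at room temperature, then challenged with flap substrate at 50 nM final. Signal change over 15 min gave concentration–effect curves.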
# N370S GC mod – qHTS Assay for Inhibitors and Activators of N370S glucocerebrosidase as a Potential Chaperone Treatment of Gaucher Disease. Lysosomal acid glucosylceramidase (Homo sapiens), P04062. N370S GC spleen homogenate, 4MU-glucoside fluorescence. Potency, µM (series often up to 59.4 µM), without a hit: top-dose activity change, negative = inhibition, actives largely listed as inhibitors. 330,000 compounds, 0.092% hits. AID 2101, 2009;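 further: 0% = full enzyme activity and -100% = no enzyme basal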
# TDP1 cell CPT – qHTS for Inhibitors of human tyrosyl-DNA phosphodiesterase 1 (TDP1): qHTS in cells in presence of CPT. chicken DT40 Tdp1-/-;hTDP1 cells + 20 nM CPT, ATP luminescence, 48 h. Potency, µM (top dose mostly 46.2 µM), without a hit: top-dose activity change, negative = growth inhibition, usual class: inhibitors. 420,000 compounds, 12% hits. AID 686979, 2013; further: nearly all actives have a fitted effect of over 55% in size
#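 Chicken DT40 Tdp1-/- cells stably complemented with human TDP1 were seeded at 400 cells/well in medium containing 20 nM camptothecin, exposed to pin-transferred compounds, and grown at 37 °C for at least 48 hr. Viability was read as ATP luminescence.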
# Numbers without * were called inactive; u = inconclusive; x = not tested or not shown; & = joins results of further samples. The call rests on the fitted dose curve; in most records, active means well fitted curve in the direction sought with a large enough effect; inconclusive means small, poorly fitted or top-dose-only effect, or another doubt; inactive means no such curve, though single readings can be large; an effect the other way counts as inactive or inconclusive. Unless noted, on the % scale 0 is the no-effect control and ±100 the full control effect; potency means the concentration at half of the fitted maximal effect.
1	Cc1ccc(S(=O)(=O)N(CC(=O)N/N=C/c2ccco2)Cc2ccccc2)cc1
2	C[C@]1(CO)CCC[C@@]2(C)C1CC[C@@H](CO)[C@@H]2CCc1ccoc1 (stereo partly drawn)
3	CCCCCCOc1ccc(N2C(=O)CC(N3CCN(CCN=CC4C(=O)CC(C)(C)CC4=O)CC3)C2=O)cc1 (stereo not drawn)
4	CCOc1ccccc1NC(=O)NC1CCN(CC(=O)Nc2ccc3c(c2)OCCO3)CC1
5	Cc1cc(F)ccc1NS(=O)(=O)c1cccc2nsnc12
6	CC(c1nccs1)N(C)C(=O)CCc1nnc(CCc2ccccc2)o1 (stereo not drawn)

entry no. | 1 | 2 | 3 | 4 | 5 | 6
FEN1 inh | -26% | 16% | -3% | -8% | -1% | -14%
N370S GC mod | u | -18% | -19% | -4% | -5% | -4%
TDP1 cell CPT | -19% | u | u | -27% | -19% | 9%

7	Cc1nnc(SCCN2CCOCC2)c2nn(-c3ccccc3F)c(C)c12
8	CCN(CC)CCNC(=O)c1sc2nc3n(c(=O)c2c1C)CCCCC3
9	CCCCOc1ccc(/C=C/C(=O)NCCc2nc3ccccc3[nH]2)cc1
10	CN(CC(=O)Nc1ccc(Cl)cc1)C(=O)Cc1c(F)cccc1Cl
11	CN(CCC(=O)Nc1ccc2c(c1)OCO2)Cc1ccccc1
12	Cc1ccc(N=Cc2ccc(O)cc2O)cc1F

entry no. | 7 | 8 | 9 | 10 | 11 | 12
FEN1 inh | 1% | 17% | 0% | -7% | -20% | -6%
N370S GC mod | 17% | x | -25% | -3% | 11% | -11%
TDP1 cell CPT | -9% | 14% | u | 13% | -9% | u

# 3 entries out of the list, arranged by formula weight, lowest first.
12	Cc1ccc(N=Cc2ccc(O)cc2O)cc1F
6	CC(c1nccs1)N(C)C(=O)CCc1nnc(CCc2ccccc2)o1 (stereo not drawn)
1	Cc1ccc(S(=O)(=O)N(CC(=O)N/N=C/c2ccco2)Cc2ccccc2)cc1

entry no. | 12 | 6 | 1
FEN1 inh | -6% | -14% | -26%
N370S GC mod | -11% | -4% | u
TDP1 cell CPT | u | 9% | -19%

# The list goes on.
13	CCOc1cc(-c2nnn(CC(=O)N3CCCCC3)n2)ccc1OC
14	COCCCNC(=O)CSC1=Nc2ccccc2C2=NC(Cc3c[nH]c4ccccc34)C(=O)N12 (stereo not drawn)
15	O=C(COc1ccc(Cl)cc1)NCCCNC(=O)c1cnccn1
16	C[C@@H]1CN([C@@H](C)CO)C(=O)c2cccc(NC(=O)C3CCOCC3)c2O[C@H]1CN(C)S(=O)(=O)c1ccc(Cl)cc1
17	C[C@H](NC(=O)c1ccccc1Cl)C(=O)Nc1ccccc1F
18	CN1/C(=C\C(=O)c2cccnc2)Sc2ccccc21

entry no. | 13 | 14 | 15 | 16 | 17 | 18
FEN1 inh | 4% | 2% | 16% | -5% | 1% | -32%
N370S GC mod | -2% | 3% | 0% | x | -6% | 13%
TDP1 cell CPT | 0% | 1% | 5% | -8% | u | u

19	COc1ccccc1N1C(=O)c2ccccc2NC1c1cc(OC)c(OC)c(OC)c1 (stereo not drawn)
20	COc1cc(NC(=O)Cn2c(=O)n(C(C)C)c(=O)c3oc4ccccc4c32)cc(OC)c1
21	O=[N+]([O-])c1ccc2c(c1)C(O)n1nc(-c3ccc(Cl)cc3Cl)nc1S2 (stereo not drawn)
22	COc1ccc(Cn2c(CO)cnc2SCC(=O)Nc2cc(C)on2)cc1
23	O=C(CCS(=O)(=O)c1ccc(Cl)cc1)Nc1nnc(-c2cccs2)o1
24	CCCn1nc([N+](=O)[O-])c(C(C#N)c2nc3ccccc3o2)c(Cl)c1=O (stereo not drawn)

entry no. | 19 | 20 | 21 | 22 | 23 | 24
FEN1 inh | -2% | -14% | 14% | -11% | 11% | -8%
N370S GC mod | u | x | 11% | 1% | -2% | -2%
TDP1 cell CPT | 16% | u | -8% | 1% | 16µM* | u

# Looked up above.
# cpd 19 – TDP1 cell CPT: 16%
# cpd 23 – FEN1 inh: 11%
# cpd 24 – N370S GC mod: -2%

# Remaining list, next part.
25	O=C(O)c1ccc(/C=N/N2CCN(Cc3cccc4ccccc34)CC2)cc1
26	CN(C)C(CNC(=O)c1ccc(-c2ccccc2)cc1)c1ccccc1 (stereo not drawn)
27	CC(=O)c1ccc(-n2cc(-c3ccc(C(C)(C)C)cc3)[n+]3c2SCCC3)cc1
28	CCCn1c(N)c(C(=O)COC(=O)COc2ccc(Cl)c(C)c2)c(=O)n(C)c1=O
29	Cc1ccc(N(CC(O)COCc2ccco2)S(=O)(=O)c2ccc(C)cc2)cc1 (stereo not drawn)
30	CCNc1c(NS(=O)(=O)c2ccc(Br)s2)c(=O)oc2ccccc12

entry no. | 25 | 26 | 27 | 28 | 29 | 30
FEN1 inh | -1% | -5% | 7% | -15% | -19% | 2%
N370S GC mod | 8% | -20% | 5% | 1% | -7% | 1%
TDP1 cell CPT | -10% | u | 0.21µM* | -10% | u | 2%

31	Cc1cc(=S)cc(C)n1CCO
32	COc1cc(CNc2ccc3[nH]c(=O)[nH]c3c2)cc(Br)c1OCc1ccc(F)cc1
33	Cc1ccc(S(=O)(=O)N2CCCC2CNC(=O)C(=O)NCCN2CCOCC2)cc1 (stereo not drawn)
34	Cc1ccc(S(=O)(=O)Nc2cccc(-n3cnnn3)c2)cc1C
35	Cc1ccccc1OCc1nnc(SCC(=O)Nc2ccc3nc(SCC(=O)NC(C)(C)C)sc3c2)n1C
36	CCOc1ccc(NC(=O)CN(C)c2ccc(S(=O)(=O)N3CCOCC3)cn2)cc1OCC

entry no. | 31 | 32 | 33 | 34 | 35 | 36
FEN1 inh | -6% | -3%&18% | 0% | 7% | -5% | -4%
N370S GC mod | 8% | -8% | -17% | 1% | 2% | 10%
TDP1 cell CPT | 0% | 7.3µM* | -12% | -28% | 18µM* | -3%

# An excerpt from above with just TDP1 cell CPT.
entry	Compound	TDP1 cell CPT
31	Cc1cc(=S)cc(C)n1CCO	0%
32	COc1cc(CNc2ccc3[nH]c(=O)[nH]c3c2)cc(Br)c1OCc1ccc(F)cc1	7.3µM*
33	Cc1ccc(S(=O)(=O)N2CCCC2CNC(=O)C(=O)NCCN2CCOCC2)cc1 (stereo not drawn)	-12%
34	Cc1ccc(S(=O)(=O)Nc2cccc(-n3cnnn3)c2)cc1C	-28%
35	Cc1ccccc1OCc1nnc(SCC(=O)Nc2ccc3nc(SCC(=O)NC(C)(C)C)sc3c2)n1C	18µM*
36	CCOc1ccc(NC(=O)CN(C)c2ccc(S(=O)(=O)N3CCOCC3)cn2)cc1OCC	-3%

# Remaining list, next part:
37	COc1ccc(Oc2ncc3ncc(=O)n(Cc4ccc(F)cc4)c3n2)cc1
38	COC(=O)c1sccc1NC(=O)Nc1ccc(OC)c(OC)c1
39	COC(=O)C1(C)Nc2ccccc2C(=O)N1c1ccccc1C (stereo not drawn)
40	Cc1ccc(NC(=O)c2ccc(Br)o2)cc1S(=O)(=O)N(C)C
41	CCOC(=O)N1CCN(C(=O)c2ccccc2N(C)S(C)(=O)=O)CC1
42	c1csc(-c2nnc(Cc3cccc4ccccc34)o2)c1

entry no. | 37 | 38 | 39 | 40 | 41 | 42
FEN1 inh | x | 11% | 18% | 9% | -4% | 4%
N370S GC mod | 4% | 2% | 1% | -4% | 3% | 26%
TDP1 cell CPT | u | -27% | 7% | u | -14% | -19%

43	CCSCc1nnc(SCC(=O)Nc2nc3ccccc3s2)n1C
44	CCN(CC)CCCN1C(=O)C(O)=C(C(=O)c2sc(C)nc2C)C1c1ccco1 (stereo not drawn)
45	CC(C)Cc1cc(CN2CCC(CO)(Cc3ccccc3)CC2)[nH]n1
46	Clc1ccc(/C=N/Nc2nn[nH]n2)cc1
47	COc1ccc(C(=O)N2CCC2)cc1S(=O)(=O)NCc1ccc(Cl)cc1
48	Cc1ccc(/C=C/c2onc(C)c2S(=O)(=O)N2CCC(C(=O)N3CCN(c4cc(C)ccc4C)CC3)CC2)cc1
49	Cc1ccn2c(=O)cc(COc3ccc(NC(=O)COc4ccccc4)cc3)nc2c1
50	CN(C)c1ccc(/C=N\Nc2ccc([N+](=O)[O-])cc2[N+](=O)[O-])cc1Br

entry no. | 43 | 44 | 45 | 46 | 47 | 48 | 49 | 50
FEN1 inh | -6% | -4% | 15% | 6% | -8% | -13% | 1% | -3%
N370S GC mod | 0% | 7% | -12% | 5% | x | x | x | x
TDP1 cell CPT | -10% | -4% | u | 0% | 4% | u | 8% | u

# This is a subset. The share of hits here may be higher or lower than overall.
